Compound activity as filed in PubChem BioAssay.
Growth percent in the NCI-60 one-dose screen (48 h, 10 µM unless noted): 100 = growth as untreated, 0 = no growth, -100 = all killed.
COLO 205 = COLO 205 colon cancer; hit rate 7.3% among 79,000
RXF 393 = RXF 393 renal cancer cells; hit rate 6.9% among 77,000
A498 = A498 renal cancer cells; AID 1794774; hit rate 5.4% among 76,000
NCI-H23 = NCI-H23 lung cancer; hit rate 4% among 80,000; AID 1794731
NCI-H522 = NCI-H522 lung cancer; AID 1794739; hit rate 8% among 78,000
NCI-H460 = NCI-H460 lung cancer; hit rate 6.8% among 82,000; AID 1794736
NCI-H322M = NCI-H322M lung cancer; hit rate 2.7% among 80,000
NCI-H226 = NCI-H226 lung cancer | hit rate 3.5% among 79,000
HT29 = HT29 colon cancer; hit rate 7.4% among 81,000; AID 1794748
Active calls of the source: *; . = no result given. Rule for the calls: active = growth percent below 10; inactive = the rest.

no.	canonical_smiles	COLO 205	RXF 393	A498	NCI-H23	NCI-H522
1	COc1ccc(-c2cc(/C=C3\C(=O)Nc4ccc(Cl)cc43)[nH]n2)cc1OC	90	88	76	101	89
2	CCOC(=O)c1cn2ncnc(Oc3ccc(NC(=O)NCCN(C)C)c(Cl)c3)c2c1C	56	56	58	76	88
3	Nc1c(-c2nnc(-c3ccccc3)o2)nnn1-c1ccccc1	106	109	74	101	76
4	Cc1ccc2c(n1)C(=O)C(Cl)=C(Nc1cccc(C(C)C)c1)C2=O	112	73	71	.	23
5	Cc1cccc(Cc2ccccc2C(=O)c2ccc3ccccc3c2)c1	96	91	84	102	94
6	CC(=O)C(C(C)=O)C(c1ccccc1)C(C(C)=O)C(C)=O	104	.	105	99	92
7	O=C(/C=C/c1ccc2c(c1)OCO2)/C=C/c1ccc2c(c1)OCO2	123	106	93	107	98
8	CC1(C)OC(=O)CC(=O)O1	113	115	.	101	101
9	CC(C)(C)C1=CC(=O)C=C(C(C)(C)C)C1=O	115	104	94	112	100
10	O=C(O)CCN1c2ccccc2Sc2ccccc21	90	122	101	101	88
11	COc1cc(NC(C)CCCN)c2nccc(C)c2c1OC (stereo unspecified)	51	164	84	52	32
12	C1=NN(c2ccccc2)C2C3N(C=NN3c3ccccc3)c3ccccc3N12 (stereo unspecified)	111	101	105	88	72

no.	NCI-H460	NCI-H322M	NCI-H226	HT29
1	80	71	86	93
2	103	91	93	7.1*
3	97	104	100	93
4	79	85	35	97
5	97	84	80	94
6	105	100	91	99
7	109	109	.	103
8	110	107	102	115
9	115	109	108	104
10	102	121	102	107
11	109	103	97	58
12	48	120	95	109

From entry 2 as far as 12, copied from above:
no.	canonical_smiles	COLO 205	RXF 393	A498	NCI-H23	NCI-H522
2	CCOC(=O)c1cn2ncnc(Oc3ccc(NC(=O)NCCN(C)C)c(Cl)c3)c2c1C	56	56	58	76	88
3	Nc1c(-c2nnc(-c3ccccc3)o2)nnn1-c1ccccc1	106	109	74	101	76
4	Cc1ccc2c(n1)C(=O)C(Cl)=C(Nc1cccc(C(C)C)c1)C2=O	112	73	71	.	23
5	Cc1cccc(Cc2ccccc2C(=O)c2ccc3ccccc3c2)c1	96	91	84	102	94
6	CC(=O)C(C(C)=O)C(c1ccccc1)C(C(C)=O)C(C)=O	104	.	105	99	92
7	O=C(/C=C/c1ccc2c(c1)OCO2)/C=C/c1ccc2c(c1)OCO2	123	106	93	107	98
8	CC1(C)OC(=O)CC(=O)O1	113	115	.	101	101
9	CC(C)(C)C1=CC(=O)C=C(C(C)(C)C)C1=O	115	104	94	112	100
10	O=C(O)CCN1c2ccccc2Sc2ccccc21	90	122	101	101	88
11	COc1cc(NC(C)CCCN)c2nccc(C)c2c1OC (stereo unspecified)	51	164	84	52	32
12	C1=NN(c2ccccc2)C2C3N(C=NN3c3ccccc3)c3ccccc3N12 (stereo unspecified)	111	101	105	88	72

no.	NCI-H460	NCI-H322M	NCI-H226	HT29
2	103	91	93	7.1*
3	97	104	100	93
4	79	85	35	97
5	97	84	80	94
6	105	100	91	99
7	109	109	.	103
8	110	107	102	115
9	115	109	108	104
10	102	121	102	107
11	109	103	97	58
12	48	120	95	109

(cont.)
no.	canonical_smiles	COLO 205	RXF 393	A498	NCI-H23	NCI-H522
13	NS(=O)(=O)c1ccc(N2C(=O)c3cccc4cccc(c34)C2=O)cc1	103	112	85	95	86
14	COc1cc2cc(Oc3ccc(NC(=O)Nc4ccc(Cl)c(Cl)c4)cc3)c(C)nc2cc1OCCN1CCCCC1	112	74	87	107	102
15	CC(=O)c1ccc(NS(=O)(=O)c2ccc(-c3cnc(C4CC4)o3)cc2)cc1	118	97	94	99	92
16	CCOC(=O)C1=C(C)N(C)C(=O)N(C)C1c1ccccc1 (stereo unspecified)	99	105	87	97	87
17	CC1(C)N=C(N)N=C(N)N1c1cccc(/C=C/C=C/c2cccc([N+](=O)[O-])c2)c1	30	90	65	.	28
18	Cc1cc(C)n(C(=O)c2sc(=S)n(-c3ccccc3)c2NC(=S)NC(=O)c2ccccc2)n1	109	104	75	106	96
19	COc1cc(NCc2ccccc2O)c2ncccc2c1	97	100	72	98	88
20	O=C1CC(c2cc3c(cc2Cl)OCO3)c2cc(Br)c3ccccc3c2N1 (stereo unspecified)	104	91	81	99	83
21	O=C(CCCCCCN1CC(=O)N2[C@@H](c3ccccc3F)c3[nH]c4ccccc4c3C[C@H]2C1=O)NO	99	101	67	92	59
22	C=C1CC[C@@H]2C(C)(C)[C@@H](O)CC[C@@]2(C)[C@@H]1COc1ccc2ccc(=O)oc2c1	92	89	69	75	67
23	COc1ccc(C(=O)N2CCN(C(=O)c3ccc(OC)cc3)CC2)cc1	119	117	99	101	93
24	COc1cc(CNC(=O)Cc2ccccc2)ccc1OCc1cn(-c2ccc(C#N)cc2)nn1	108	108	86	99	87

no.	NCI-H460	NCI-H322M	NCI-H226	HT29
13	116	.	101	97
14	102	104	78	20
15	106	95	80	112
16	101	99	93	98
17	21	.	77	11
18	108	103	97	110
19	97	91	104	102
20	103	95	.	101
21	90	99	97	89
22	88	109	66	64
23	104	108	114	100
24	103	98	92	105

Going on with the list:
no.	canonical_smiles	COLO 205	RXF 393	A498	NCI-H23	NCI-H522
25	CCNC(=O)N1CCN(C(=O)NCC)CC1	113	118	104	106	107
26	CC(C)(C)OC(=O)Nc1ccc2c(c1)C(NC(=O)Nc1cccc(C#N)c1)CC(C)(C)O2 (stereo unspecified)	54	72	58	41	34
27	CCOC(=O)C(=Cc1ccco1)C(=O)OCC	117	.	103	107	162
28	CCCC(=O)Nc1ccc(OCC(O)CNC(C)C)c(C(C)=O)c1 (stereo unspecified)	112	105	106	104	98
29	CSc1nc(-c2ccc(C)cc2)[nH]c1S(=O)(=O)c1ccccc1	108	99	69	88	58
30	Cc1ccc2nc(-c3ccc(N4C(=O)/C(=C/c5ccccc5Cl)N=C4c4ccccc4)cc3)sc2c1	102	78	75	87	62
31	O=C(NCc1ccccc1)c1cccc(Cl)c1	118	113	.	.	102
32	O=C1C(=O)N(c2nc3ccc(F)cc3s2)C(c2cccnc2)/C1=C(/O)c1ccc2c(c1)OCCO2 (stereo unspecified)	106	113	82	97	97
33	COc1cc(C#Cc2ccc(=O)oc2C#Cc2ccccc2)cc(OC)c1OC	24	79	119	65	18
34	Cc1ccccc1-c1ccccc1	107	94	96	105	99
35	CCCCN(CCCC)CCCNc1c2c(nc3c(OC)cccc13)CCCC2	85	87	76	91	93
36	COc1ccc(-c2cc(-c3nc4cc(Cl)c(Cl)cc4[nH]3)[nH]n2)cc1	96	74	51	88	66

no.	NCI-H460	NCI-H322M	NCI-H226	HT29
25	108	134	105	107
26	26	74	48	55
27	111	98	94	102
28	114	94	93	116
29	93	104	92	93
30	93	82	.	92
31	106	101	102	106
32	106	91	105	104
33	85	103	77	43
34	108	109	76	97
35	96	89	100	52
36	57	85	80	67

(more compounds)
no.	canonical_smiles	COLO 205	RXF 393	A498	NCI-H23	NCI-H522
37	C(=C\c1c[nH]c2ccccc12)/c1nccc2ccccc12	78	82	102	86	80
38	Cc1ccc(C(=O)N/N=C/c2ccc3c(c2)OCO3)cc1	113	102	97	91	81
39	C/C(=N\NC(=O)Nc1ccc(Cl)cc1)c1nnn(-c2ccc([N+](=O)[O-])cc2)c1C	116	75	110	99	99
40	NS(=O)(=O)c1ccc(NC(=O)CSc2nc3ccccc3c(=O)n2-c2ccc(S(=O)(=O)Nc3ccc(Cl)nn3)cc2)cc1	122	100	100	103	92
41	CO[C@]12C=C/C(=C(/C(=O)OCc3cccnc3)C(=O)CCCCCCCC[C@]3(OC)C=C/C(=C(/C(=O)OCc4cccnc4)C(=O)CCCCCCCC1)O3)O2	-57*	-75*	-88*	-75*	-40*
42	COC(=O)[C@@H](OC(=O)NS(=O)(=O)N(c1ccc(F)cc1)C1CCN(Cc2ccc(F)cc2)CC1)C(C)C	121	.	103	100	89
43	O=C(O)C(c1ccccc1)S(=O)(=O)C(C(=O)O)c1ccccc1 (stereo unspecified)	102	111	113	.	87
44	Oc1c(Cl)cc(Cl)cc1C=NCC1CCC(CN=Cc2cc(Cl)cc(Cl)c2O)CC1 (stereo unspecified)	112	91	113	102	92
45	COc1cccc(C(Cc2ccccc2)NCC(C)O)c1OC (stereo unspecified)	85	114	120	98	67
46	CN(C)c1ccc(C(=C2C=CC(=[N+](C)C)C=C2)c2ccc(N(C)C)cc2)cc1 (tested in a mixture with another compound)	-98*	-70*	-93*	-49*	-47*
47	O=C1NC(=S)S/C1=C\c1cc(Cl)ccc1Cl	104	105	83	76	74
48	CCc1cccc2c1S/C(=C/c1ccc(F)cc1)C2=O	120	107	112	85	86

no.	NCI-H460	NCI-H322M	NCI-H226	HT29
37	89	91	88	52
38	97	99	101	104
39	108	104	101	112
40	104	113	104	108
41	-18*	-85*	-78*	-32*
42	101	83	104	108
43	107	.	106	97
44	108	76	97	103
45	104	102	102	76
46	-75*	-28*	-60*	-87*
47	89	136	.	111
48	101	91	86	105

Compound profiles, as listed above:
Results for `C/C(=N\NC(=O)Nc1ccc(Cl)cc1)c1nnn(-c2ccc([N+](=O)[O-])cc2)c1C` → COLO 205: 116; RXF 393: 75; A498: 110; NCI-H23: 99; NCI-H522: 99; NCI-H460: 108; NCI-H322M: 104; NCI-H226: 101; HT29: 112
Results for `Cc1cccc(Cc2ccccc2C(=O)c2ccc3ccccc3c2)c1` → COLO 205: 96; RXF 393: 91; A498: 84; NCI-H23: 102; NCI-H522: 94; NCI-H460: 97; NCI-H322M: 84; NCI-H226: 80; HT29: 94

The list continues.
no.	canonical_smiles	COLO 205	RXF 393	A498	NCI-H23	NCI-H522
49	CC1(C)C/C(=C\c2ccc(Cl)cc2)C(=O)c2ccccc21	101	100	111	98	90
50	Nc1ccc(-c2cccs2)cc1NC(=O)c1ccc(CCCC(=O)Nc2ccc(C3CC3N)cc2)cc1 (stereo unspecified)	74	77	.	86	54
51	CC(C)(O)C(O)c1ccccc1 (stereo unspecified)	105	102	90	102	105
52	CC(=O)OC1CCCCC1c1ccccc1 (stereo unspecified)	104	109	119	95	99
53	COc1ccc(-n2cnc3cc(C(=O)N4CCCCC4)ccc32)cc1	105	.	96	96	.
54	Oc1ccccc1-c1nc2c(n1-c1ccccc1)-c1cccc3cccc-2c13	95	107	125	85	94
55	CCN(CC)CCCNc1cccc2ccc(N)nc12	94	109	96	102	103
56	CN1c2ccccc2C(C)(C)C12C=Cc1cc(O)ccc1O2 (stereo unspecified)	78	57	26	52	-16*
57	O=C(NNc1nc2ccccc2nc1/C=C/c1cccc([N+](=O)[O-])c1)Nc1cccc(Cl)c1	100	74	142	.	69
58	Oc1[nH]c2ccc(Cl)cc2c1/C=c1/ccc2c(c1)N=C(c1cccs1)N=2	73	50	45	64	53

no.	NCI-H460	NCI-H322M	NCI-H226	HT29
49	107	129	92	110
50	38	.	108	65
51	107	94	107	106
52	113	113	103	97
53	101	102	95	102
54	76	87	88	97
55	102	92	99	104
56	68	109	89	56
57	81	79	74	90
58	66	78	85	44

The order is random. About 12% of those tested had a hit in this group.
